PG9 binder: binders of HIV-1 gp120 antibody PG9, primary screen, biochemical, TR-FRET. TR-FRET gp120-PG9 antibody binding. inhibition, % at 6.7 µM. hit rate 0.43% among 360,000. AID 624416, 2012; in the data active means inhibition above about 8.5%
MBD2 DNA inh: inhibitors of MBD2 binding to methylated DNA, primary screen, biochemical, TR-FRET, DNA-binding domain, human; Methyl-CpG-binding domain protein 2 (Homo sapiens), Q9UBB5; MBD2 binding to methylated oligonucleotide; inhibition, % at 4.4 µM; hit rate 0.31% among 370,000; AID 686964, 2013; in the data active means inhibition above about 13%
LEDGF integ inh: blockers of LEDGF/p75-dependent integrase strand transfer – biochemical, TR-FRET, high throughput, primary screen | AID 743269, 2014 | hit rate 0.64% among 370,000 | HIV-1 integrase (with human LEDGF/p75) | TR-FRET IN-LEDGF/p75 DNA integration, Eu/Cy5 | inhibition, % at 3.7 µM;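 active means inhibition above the screen-wide mean plus 3 SD, cut at about 13% in these data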;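 further: signal is the Cy5 over europium emission ratio at 671 and 618 nm; 0% = plate median of compound wells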
UHRF1 binding: UHRF1 methylated DNA binding inhibitors, primary screen, counter-screen for MBD2 inhibitor project, biochemical, TR-FRET, human UHRF1, single concentration | UHRF1 binding to methylated oligo | inhibition, % at 4.4 µM | hit rate 0.75% among 370,000 | AID 687016, 2013; in the data active means inhibition above about 21%;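 further: UHRF1 SRA domain binding a hemimethylated CpG hairpin DNA probe; 0% = median of test compound wells and 100% = reference inhibitor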
Rev-erbA mod: modulators of Rev-erb alpha DNA binding, primary screen, biochemical, FITC-DNA, fluorescence polarization, uHTS; activity, % at 10 µM; AID 1259318, 2017; Rev-erbα–FITC-DNA binding, 90 min; Nuclear receptor subfamily 1 group D member 1 (Homo sapiens), P20393; hit rate 0.79% among 370,000;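 active means activity above about 14%, limit read from the data; passing the limit was not always enough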;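 further: 0% = DMSO wells with 35 nM protein and 100% = DMSO wells with 750 nM protein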
TCR CD3 inh: inhibitors of human TCR-CD3 interaction, primary screen, biochemical, fluorescence, TAMRA-labeled TCR probe | T-cell receptor (TCR) | inhibition, % at 9.4 µM | hit rate 0.37% among 360,000 | AID 651800, 2012; in the data active means inhibition above about 19%;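 further: recombinant mutant TCR 2C K166C tagged with TAMRA read by polarization; 0% = receptor in buffer alone and 100% = receptor with positive control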
HTRA1 inhibitor: HTRA1 serine protease inhibitors, primary screen, biochemical, fluorescence polarization, HTS; Q92743; inhibition, % at 5.96 µM; recombinant HTRA1, FP-rhodamine activity-based probe; hit rate 0.5% among 340,000; in the data active means inhibition above about 36%;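 further: 0% = enzyme with DMSO and 100% = wells lacking enzyme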
rCAG binder: binders of r(CAG) RNA repeats, primary screen, biochemical, fluorescence; hit rate 1.3% among 370,000; r(CAG) RNA repeat, TO-PRO-1 dye displacement fluorescence; inhibition, % at 3 µM;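 active means inhibition above the plate cutoff, the mean of all test compounds on that plate plus 3 SD, cut at about 35% in these data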;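 further: 0% = DMSO alone and 100% = 100 µM mitoxantrone as full dye displacement; higher means more dye released from RNA so lower well fluorescence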
ABHD4 inh: ABHD4 inhibitors, primary screen, biochemical, fluorescence polarization, mouse; purified mABHD4, FP-Rh probe fluorescence polarization; inhibition, % at 8.92 µM; (Lyso)-N-acylphosphatidylethanolamine lipase (Mus musculus), Q8VD66; hit rate 0.54% among 370,000;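 active means inhibition exceeding the mean over every tested compound plus 3 SD, cut at about 30% in these data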;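 further: 0% = plate median of compound wells and 100% = S159A mutant with DMSO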
Target sequence (Q8VD66 whole entry, looked up): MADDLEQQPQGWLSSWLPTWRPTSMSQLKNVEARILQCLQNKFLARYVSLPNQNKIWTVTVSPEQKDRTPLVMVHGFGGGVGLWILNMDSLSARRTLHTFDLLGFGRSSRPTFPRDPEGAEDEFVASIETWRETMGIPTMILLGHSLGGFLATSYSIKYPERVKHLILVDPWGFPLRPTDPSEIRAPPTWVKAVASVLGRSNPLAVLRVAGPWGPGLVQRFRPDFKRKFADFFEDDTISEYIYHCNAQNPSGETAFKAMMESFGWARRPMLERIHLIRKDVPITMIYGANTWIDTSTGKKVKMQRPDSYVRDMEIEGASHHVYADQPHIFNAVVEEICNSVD
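assay system = mABHD4 protein | compound dosing = single nominal dose of 8.92 µM, 0.89% DMSO final | read-out basis = percent inhibition of probe binding, normalized to plate controls | schedule = Enzyme–compound pre-incubation 45 min, then probe 60 min, both 25 °C | detection = fluorescence polarization, excitation 525 nm, emission 598 nm, BODIPY TMR filters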
PRMT1 FP inh: PRMT1 methyltransferase inhibitors, primary screen, biochemical, fluorescence polarization; Protein arginine N-methyltransferase 1 (Homo sapiens), Q99873; inhibition, % at 2.79 µM; hit rate 1.3% among 370,000; recombinant PRMT1, activity-based probe fluorescence polarization;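 active means inhibition above about 21% made by adding two undisclosed values, limit read from the data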
Target sequence (Q99873 whole entry, looked up): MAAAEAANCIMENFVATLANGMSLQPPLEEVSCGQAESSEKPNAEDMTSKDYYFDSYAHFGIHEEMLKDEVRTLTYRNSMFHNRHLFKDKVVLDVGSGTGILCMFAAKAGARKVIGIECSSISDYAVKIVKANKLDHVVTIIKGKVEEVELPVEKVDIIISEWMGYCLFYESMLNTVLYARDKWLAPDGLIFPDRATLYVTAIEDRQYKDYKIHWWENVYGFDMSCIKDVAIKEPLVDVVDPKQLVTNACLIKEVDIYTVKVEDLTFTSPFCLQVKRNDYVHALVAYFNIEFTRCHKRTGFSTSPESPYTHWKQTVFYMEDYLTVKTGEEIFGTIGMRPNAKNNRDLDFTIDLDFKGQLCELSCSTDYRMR
* = called active by the depositor; . = no result given. These rows are one share of the data. The share of hits here may be higher or lower than overall.

SMILES | PG9 binder | MBD2 DNA inh | LEDGF integ inh | UHRF1 binding | Rev-erbA mod | TCR CD3 inh | HTRA1 inhibitor | rCAG binder | ABHD4 inh | PRMT1 FP inh
Cc1cc(C)n(-c2nc(-c3cccc(Cl)c3)cs2)n1 | -2.1 | 0 | -1 | 2 | -1 | -1 | -8 | 8 | -6 | -1
COc1ccc(C(=O)NC(C)c2ccc(-n3ccnc3)cc2)c(OC)c1 (stereo not drawn) | -2.0 | 1 | 2 | -1 | -3 | 5 | 4 | -5 | -1 | -1
COc1cccc(C(c2c(C)[nH]n(-c3ccccc3)c2=O)c2c(C)[nH]n(-c3ccccc3)c2=O)c1OC | -2.0 | 17* | 21* | 18 | -3 | 6 | 4 | 54* | 4 | -2
O=C1CN(C(=O)COc2ccc(Br)cc2)c2ccccc2N1 | -0.4 | 4 | 0 | 2 | 4 | 1 | -3 | -1 | 4 | 4
CCN(CC)CCCn1c(=S)[nH]c2cc(OC)c(OC)cc2c1=O | -4.5 | 3 | 0 | 5 | 6 | -1 | -6 | 2 | -4 | -2
Cc1ccc(S(=O)(=O)N2CCCCC2)cc1NC(=O)Cn1cnc2c1c(=O)n(C)c(=O)n2C | 0.6 | -2 | 1 | 2 | 6 | -5 | -2 | 6 | 0 | -2
OC(c1ccccc1)c1ncc(-c2cccc(OCc3ccccc3)c2)[nH]1 (stereo not drawn) | -3.4 | 7 | -1 | 4 | 2 | -6 | . | 5 | -37 | 10
O=C(O)c1ccccc1NCc1ccsc1 | 0.4 | 1 | -4 | 1 | 6 | 0 | -1 | 4 | 0 | 0
Cc1ccc(NC(=O)c2ccc([N+](=O)[O-])s2)cc1S(=O)(=O)N1CCOCC1 | -3.1 | 4 | 5 | -2 | -2 | 4 | 4 | 8 | 7 | -10
CCOC(=O)CC1=CC(C)(CC(=O)OCC)C(C#N)(C#N)C(N)=C1C#N (stereo not drawn) | 0.4 | -3 | -3 | -7 | 0 | -3 | -1 | -8 | -2 | -1
O=C(COC(=O)COc1ccccc1Cl)Nc1ccccc1OC(F)F | -1.2 | 2 | 2 | -1 | 1 | 2 | 0 | -7 | 6 | 1
Cc1nn2c(=O)cc(COC(=O)c3ccc(S(=O)(=O)N4CCCCC4)cc3)nc2s1 | -0.7 | -1 | 0 | -1 | 0 | 5 | 5 | -1 | 3 | -7
Cc1ccc(C)c2c1cc(C)c1nnc(SCc3ccccn3)n12 | -1.4 | -1 | 1 | 4 | 4 | 6 | 5 | 2 | -2 | 0
CN(C)c1ccc(N=Nc2ccc(S(=O)(=O)O)cc2)c2ccccc12 | -5.5 | -14 | -2 | -7 | 11 | -4 | 26 | 77* | 56* | 14
O=C(CSc1nnc(-c2ccccc2F)o1)NC1CC1 | -1.4 | 3 | -2 | 2 | 1 | -11 | 2 | -2 | 0 | -2
C=C(C)COc1ccc(-c2nc(N)ncc2-c2ccc(OC)cc2)c(O)c1 | 0.0 | -6 | 0 | 1 | 3 | -6 | . | 7 | -36 | -2
O=C(Nc1ccc(F)cc1F)c1ccccc1NC(=O)C1CC=CCC1C(=O)O (stereo not drawn) | -2.0 | -2 | 0 | -4 | 0 | 0 | 5 | 5 | -1 | -2
C=CCC(C#Cc1ccc(C)cc1)N(CC)CC (stereo not drawn) | -0.5 | 6 | 0 | 1 | 3 | 3 | -8 | -1 | 4 | -1
Cc1cc(C(=O)N[C@H](c2ccccc2)[C@@]2(C)C[C@@H]2[C@@H](C)C(=O)Nc2ccc3ccccc3c2)no1 | -0.9 | 4 | 1 | -1 | -2 | -2 | -58 | 0 | -10 | 0
CCCn1nnnc1COc1ccc(C(N)=O)cc1 | 1.8 | -4 | 0 | -2 | 8 | -2 | 4 | -1 | 3 | 2
COC(=O)[C@H](C(C)C)N(CCCc1cn(Cc2ccccc2)nn1)S(=O)(=O)c1ccccc1Br | . | 3 | 2 | -3 | 3 | . | . | 3 | -1 | 2
C[C@H]1CN([C@@H](C)CO)C(=O)CCCn2nncc2CO[C@H]1CN(C)S(=O)(=O)c1ccccc1F | 0.2 | -3 | 0 | -1 | -4 | 3 | 6 | 2 | -2 | -3
COCc1nc2ccccc2n1CCCOc1ccccc1 | -1.6 | -6 | -3 | -2 | -3 | 3 | -4 | -6 | -1 | 0
O=c1c2[nH]c3ccc(Br)cc3c2ncn1CCCn1ccnc1 | 0.4 | 6 | 3 | 2 | -3 | 9 | -7 | 3 | 8 | 1
Nc1cc(=O)[nH]c(SCCSc2ccccc2)n1 | 0.4 | 4 | 0 | -4 | -4 | 2 | 1 | -1 | 2 | -1
Cc1nc(C)n(CC(=O)N2CCCC(C(=O)c3cccc4ccccc34)C2)n1 (stereo not drawn) | 0.4 | 1 | 4 | 1 | -4 | 1 | 4 | -4 | 4 | 1
COc1ccc(CCN2C(=O)COc3ccccc3C2C(=O)NC(C)(C)C)cc1OC (stereo not drawn) | -0.1 | 2 | -5 | 1 | 2 | -4 | . | 1 | 1 | 2
Cc1ccc(SCCC(=O)N(C)C)cc1 | 0.9 | 4 | 0 | -3 | -3 | 3 | 1 | -3 | 5 | -5
O=C(NCCc1ccccc1)C1=COCCO1 | 1.4 | 0 | -5 | -2 | -2 | -2 | 1 | 2 | 0 | 1
N=C(N)c1ccc(N)cc1 | -1.5 | 2 | 0 | 0 | -2 | 3 | 2 | 2 | -9 | -1
CC(=O)c1c(C)[nH]c(C(=O)CN2CCN(S(=O)(=O)c3ccc(C(C)C)cc3)CC2)c1C | -2.2 | 0 | -1 | 1 | -4 | -6 | -10 | 3 | -3 | 0
COC(=O)c1cccc(NC(=O)c2ccco2)c1 | 0.6 | 2 | 3 | -4 | -5 | -1 | 2 | 2 | 10 | -1
O=C(CCC1CC(=O)Nc2ccccc21)NCc1ccccc1 (stereo not drawn) | -0.3 | 4 | 1 | -1 | -3 | 8 | -5 | 0 | 1 | -2
CCN(CC)CCCN1CC(O)=C(c2nc3ccccc3s2)C1=N | 0.8 | -3 | -7 | 1 | -2 | 4 | 8 | 3 | 9 | -1
N#CC(CC(=O)OCc1ccccc1)NC(=O)OCc1ccccc1 (stereo not drawn) | 0.5 | 1 | 33* | 0 | 4 | -3 | 7 | -1 | -5 | 0
CC(CC(=O)OCC(=O)NCc1ccc(Cl)cc1)c1ccccc1 (stereo not drawn) | -2.9 | -2 | 2 | 1 | 1 | -1 | -3 | 0 | -9 | -2
O=C(Nc1ccc2c(c1)OCO2)C1CCCCN1S(=O)(=O)c1ccccc1 (stereo not drawn) | -2.6 | -1 | 1 | -2 | 8 | 1 | 2 | -1 | -3 | 1
CC1=N/C(=C/c2ccc([N+](=O)[O-])cc2)C(=O)N1c1ccc(Cl)cc1Cl | 0.2 | -1 | -2 | 0 | -1 | 1 | -5 | 2 | -3 | -2
COc1cccc(C(=O)Nc2ccc(N3CCN(S(C)(=O)=O)CC3)cc2)c1 | -1.5 | 3 | -6 | -1 | -2 | 1 | 5 | -3 | 2 | 0
S=C(NCc1ccccc1Cl)NC1CCCC1 | -3.2 | 3 | 0 | 1 | 3 | 7 | -9 | 1 | -13 | -5

Full records from above. Values in the order: PG9 binder, MBD2 DNA inh, LEDGF integ inh, UHRF1 binding, Rev-erbA mod, TCR CD3 inh, HTRA1 inhibitor, rCAG binder, ABHD4 inh, PRMT1 FP inh
N#CC(CC(=O)OCc1ccccc1)NC(=O)OCc1ccccc1 (stereo not drawn) across the screens: 0.5, 1, 33*, 0, 4, -3, 7, -1, -5, 0
CC(CC(=O)OCC(=O)NCc1ccc(Cl)cc1)c1ccccc1 (stereo not drawn) across the screens: -2.9, -2, 2, 1, 1, -1, -3, 0, -9, -2

Following part.
SMILES | PG9 binder | MBD2 DNA inh | LEDGF integ inh | UHRF1 binding | Rev-erbA mod | TCR CD3 inh | HTRA1 inhibitor | rCAG binder | ABHD4 inh | PRMT1 FP inh
CCN(CC)S(=O)(=O)c1ccc(C(=O)Oc2cc(C)[nH]c(=O)c2[N+](=O)[O-])cc1 | -0.8 | 3 | -2 | -2 | 1 | 1 | 3 | 3 | 7 | 2
COc1ccc(C(=O)NCc2cccnc2)cc1S(=O)(=O)N1CCOCC1 | -0.3 | 1 | -3 | 1 | -2 | -1 | 1 | 0 | 4 | -2
COC(=O)c1cc2c(c3c4cc(OC)ccc4n(S(=O)(=O)c4ccc(F)cc4)c13)C(=O)N(CC(C)C)C2 | -0.9 | -2 | 1 | 0 | -3 | 5 | . | 13 | -1 | 0
Cc1nnc2sc(SCc3cccc(Cl)c3)nn2c1=O | -0.6 | -4 | -2 | -1 | 2 | -2 | -3 | 0 | 1 | -1
COc1ccc(CC(=O)Nc2cccc(C(=O)Nc3ccccc3C(=O)O)c2)cc1OC | -0.8 | -1 | 0 | 3 | 0 | -5 | 0 | 26 | 8 | 3
O=C(Nc1nccs1)c1ccccn1 | 2.0 | 0 | -2 | 0 | 0 | -3 | 3 | -2 | 2 | 6
CN(C)S(=O)(=O)c1cccc(NC(=O)c2ccc(COc3ccccc3)cc2)c1 | 0.3 | -2 | -2 | 4 | 3 | -2 | -47 | 8 | -33 | -4
CN(C)CCNc1nc(-c2ccccc2F)c2sccc2n1 | 0.7 | -2 | 2 | 1 | -5 | -2 | . | 1 | -1 | -1
O=C(N/N=C/c1c(Cl)[nH]c2ccccc12)c1ccc2c(c1)OCCO2 | -2.1 | -2 | -2 | -1 | 0 | 15 | . | 7 | 14 | -3
CCOC(=O)Cc1nn(C(C)C)c(=O)c2ccccc12 | 0.9 | -2 | -1 | 0 | 4 | 4 | -8 | -3 | 2 | 0
S=C(Nc1ccccc1)Nc1ccc(Br)cn1 | -0.2 | 2 | 2 | -2 | -2 | 5 | -4 | 4 | -3 | 2
CCOC(=O)c1c(-c2ccc(C)cc2)csc1NC(=O)CCN1CC(C)OC(C)C1 (stereo not drawn) | -0.1 | -1 | 0 | 0 | 5 | -5 | -15 | -6 | 5 | -1
c1ccc(CC2CNc3ccccc3CN2)cc1 (stereo not drawn) | 2.0 | -1 | 2 | -1 | -1 | 5 | 3 | -2 | 7 | 2
Cc1cc(C(=O)N/N=C/c2ccccn2)n[nH]1 | -1.3 | 4 | -2 | 17 | 7 | 4 | -1 | -2 | 2 | -1
O=C(NCC1CCCN1S(=O)(=O)c1ccccc1)c1cccc(Cl)c1 (stereo not drawn) | -1.4 | 0 | -94 | -1 | -1 | 3 | -7 | 5 | -4 | -3
O=C(OCc1nnc(-c2ccc([N+](=O)[O-])cc2)o1)C1CCN(C(=O)c2ccc(Cl)cc2)CC1 | 0.0 | -3 | -1 | -2 | -3 | -1 | -8 | 1 | -1 | -1

An excerpt from above with just PG9 binder.
Structure	PG9 binder
S=C(Nc1ccccc1)Nc1ccc(Br)cn1	-0.2
CCOC(=O)c1c(-c2ccc(C)cc2)csc1NC(=O)CCN1CC(C)OC(C)C1 (stereo not drawn)	-0.1
